# p53 reactivator = qHTS assay for re-activators of p53 using a Luc reporter; hit rate 0.063% among 320,000; H1299 p53-A138V BP100-luciferase reporter, luminescence, 24 h; Potency, µM (top dose mostly 92.2 µM), without a hit: top-dose activity change, positive = activation, most hits filed as activators; note: % of control where 0% means no effect; nearly all actives have a fitted effect of over 45% in size
#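 p53-null H1299 cells stably carrying temperature-sensitive p53-A138V and a BP100-luciferase reporter were pinned with compounds (4-point, 1:5 series) and held 24 hrs at 37 deg C. Luminescence was read 10 min after detection reagent.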
# NPC1 prom act = qHTS Assay for NPC1 Promoter Activators; hit rate 2.4% among 320,000; Potency, µM (titrated, usually from 9.22 µM), for inactives: at the highest dose activation, usual class: activators; Huh7 NPC1 promoter luciferase reporter, 24 h; AID 485313, 2010;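 note: % of control where 0% means no effect; nearly all actives have a fitted effect of over 60% in size; reporter is driven by a mutant NPC1 promoter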
#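 Luminescence read-out of NPC1 promoter-driven luciferase in stably transfected Huh7 cells; compounds delivered in DMSO and left 24 h at 37C, 5% CO2, qHTS titration format.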
# FLuc modulator = qHTS profiling assay for firefly luciferase inhibitor/activator using purifed enzyme and Km concentrations of substrates (counterscreen for miR-21 project); Luciferin 4-monooxygenase (Photinus pyralis), P08659; purified FLuc, Km substrates, luminescence inhibition; Potency, µM (doses to about 57.5 µM), without a hit: at the highest dose activity change, negative = inhibition, usual class: inhibitors; hit rate 6.9% among 360,000;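 note: plate controls were vehicle for no effect and reference inhibitor for full effect; nearly all actives have a fitted effect of over 55% in size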
# Target sequence (P08659 whole entry, looked up): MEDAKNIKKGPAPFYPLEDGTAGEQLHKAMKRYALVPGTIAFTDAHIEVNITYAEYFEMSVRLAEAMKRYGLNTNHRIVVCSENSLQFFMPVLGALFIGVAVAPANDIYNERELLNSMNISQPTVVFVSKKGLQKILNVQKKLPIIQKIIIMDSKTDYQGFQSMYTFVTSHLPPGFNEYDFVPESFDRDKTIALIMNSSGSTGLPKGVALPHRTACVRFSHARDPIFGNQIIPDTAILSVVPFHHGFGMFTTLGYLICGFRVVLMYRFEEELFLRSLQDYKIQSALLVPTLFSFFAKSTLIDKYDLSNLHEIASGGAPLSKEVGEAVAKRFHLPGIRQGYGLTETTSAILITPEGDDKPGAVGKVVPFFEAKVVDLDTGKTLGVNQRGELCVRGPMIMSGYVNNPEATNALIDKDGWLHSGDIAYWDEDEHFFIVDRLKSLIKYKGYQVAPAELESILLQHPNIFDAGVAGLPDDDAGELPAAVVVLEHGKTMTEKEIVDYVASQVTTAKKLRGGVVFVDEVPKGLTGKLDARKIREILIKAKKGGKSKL
#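 Purified P. pyralis luciferase, 10 nM final, with Km-level 10 uM D-luciferin and 10 uM ATP in 50 mM Tris acetate pH 7.5, 10 mM Mg acetate, 0.01% Tween-20, 0.05% BSA; 6-point qHTS titration about 60 µM downward; luminescence read.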
# MBNL1-CUG inh = qHTS Assay for Inhibitors of MBNL1-poly(CUG) RNA binding | TR-FRET MBNL1-His/biotin-(CUG)12 binding, 665/545 ratio | Potency, µM (highest dose often 57.5 µM), inactives show top-dose activity change, negative = inhibition, hits mostly inhibitors | hit rate 0.036% among 280,000; active = well fitted inhibition curve with a large enough effect in the signal ratio, with a control signal flat, not every such curve was filed as active; inconclusive = small, poorly fitted or top-dose-only effect, or effect the other way, or a change in a side signal; inactive = no such curve, though single readings can be large or run the other way; the % refers to the signal ratio; note: % is set by controls: 0 for no effect and ±100 for the full control effect
#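 Compound titration spanned 92 nM–58 uM against the MBNL1-His/biotin-(CUG)12 complex. After 60 min at room temperature with 5 nM streptavidin-XL665 and 0.055 ng/ul terbium anti-His, ratiometric 665/545 nm emission (Ex 340 nm) normalized to controls.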
# uPA surface inh = qHTS for Inhibitors of Cell Surface uPA Generation. cell surface uPA generation assay, qHTS. Potency, µM (series often up to 38.3 µM), for the others: at the top dose activity change, negative = inhibition, most hits filed as inhibitors. hit rate 0.31% among 330,000. AID 540303, 2011; active = well fitted inhibition curve with a large enough effect; inconclusive = small, poorly fitted or top-dose-only effect; inactive = no such curve, though single readings can be large or run the other way; tested in mouse RAW 264.7 cells; note: % is set by controls: 0 for no effect and ±100 for the full control effect; nearly all actives have a fitted effect of over 55% in size
# Rab9 promoter act = qHTS Assay for Rab9 Promoter Activators; Huh7 Rab9 promoter-luciferase reporter, luminescence, 24 h; Potency, µM (highest dose often 9.22 µM), for inactives: top-dose activation, negative = inhibition, hits mostly activators; hit rate 2.8% among 320,000; AID 485297, 2010; note: % of control where 0% means no effect; nearly all actives have a fitted effect of over 60% in size
#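 Luciferase signal after 10 min detection reagent at ambient indicates Rab9 promoter upregulation; stably transfected Huh7 cells were treated 24 h with compound in DMSO at 37 °C, 5% CO2.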
# ELG1 genotox = qHTS screen for small molecules that induce genotoxicity in human embryonic kidney (HEK293T) cells expressing luciferase-tagged ELG1. Potency, µM (series often up to 46 µM), inactives show top-dose activity change, positive = activation, hits mostly activators. hit rate 1.3% among 330,000. AID 504466, 2011. HEK293T ELG1-luciferase reporter, luminescence, 16 h; note: % of control where 0% means no effect; nearly all actives have a fitted effect of over 60% in size
#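 Genotoxicity was scored as increased ELG1-luciferase reporter signal, measured by ONE-Glo luminescence (30 min, room temperature). Compound or vehicle exposure of the HEK293T reporter cells lasted 16 hr at 37°C.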
# BRCA1 expr up = qHTS Assay to Identify Small Molecule Activators of BRCA1 Expression | MCF7-BRCA1-FFLuc reporter, luminescence, 48 h; response scale: scaled: vehicle 0%, 10 µM genistein 100% | Potency, µM (series often up to 46.1 µM), inactives show at the highest dose activation, hits mostly activators | hit rate 1.1% among 380,000; note: nearly all actives have a fitted effect of over 80% in size; some results filed as inactive show a strong effect at the top dose
#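 Quantitative HTS in MCF7 cells stably reporting BRCA1 expression via firefly luciferase. Compound treatment lasts 48 h at 37 °C in phenol-red free MEM. Activation is expressed relative to genistein at 10 microM and DMSO.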
# RORg inh = qHTS for inhibitors of ROR gamma transcriptional activity | hit rate 5.4% among 310,000 | Drosophila S2 Gal4-RORgamma UAS-luciferase reporter, 20 h | Nuclear receptor ROR-gamma (Mus musculus), P51450 | Potency, µM (doses to about 53.6 µM), without a hit: top-dose activity change, negative = inhibition, actives largely listed as inhibitors; note: % is set by controls: 0 for no effect and ±100 for the full control effect; nearly all actives have a fitted effect of over 60% in size
# Target sequence (P51450 whole entry, looked up, the tested form may be a part): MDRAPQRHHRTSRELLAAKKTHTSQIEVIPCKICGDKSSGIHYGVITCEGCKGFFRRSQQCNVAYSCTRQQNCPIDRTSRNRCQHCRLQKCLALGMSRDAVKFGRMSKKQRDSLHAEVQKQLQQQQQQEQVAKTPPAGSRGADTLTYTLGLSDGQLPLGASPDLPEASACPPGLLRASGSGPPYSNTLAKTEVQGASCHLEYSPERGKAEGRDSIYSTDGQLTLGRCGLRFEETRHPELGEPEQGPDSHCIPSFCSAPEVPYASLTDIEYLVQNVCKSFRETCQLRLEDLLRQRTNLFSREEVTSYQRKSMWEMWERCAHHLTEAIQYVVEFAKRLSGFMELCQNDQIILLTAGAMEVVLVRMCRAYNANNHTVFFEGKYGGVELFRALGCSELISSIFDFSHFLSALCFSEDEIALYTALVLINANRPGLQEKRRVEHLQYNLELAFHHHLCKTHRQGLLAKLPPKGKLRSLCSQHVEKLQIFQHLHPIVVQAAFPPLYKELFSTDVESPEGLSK
#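 Luminescence from a UAS-regulated Photinus luciferase reporter in stably transfected Drosophila Schneider cells is measured; decreased signal marks ROR gamma inhibition. Fusion expression is induced by 700 uM copper sulfate for 20 hr.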
# Gal4-VP16 FLuc = VP16 counterscreen qHTS for inhibitors of ROR gamma transcriptional activity; Drosophila S2 Gal4-VP16 UAS-luciferase, luminescence, 20 h; hit rate 3.5% among 310,000; Potency, µM (top dose mostly 53.6 µM), inactives show top-dose activity, negative = inhibition, most hits filed as inhibitors; AID 2546, 2010;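 note: Gal4-VP16 expression switched on by copper sulfate through the metallothionein promoter; % is set by controls: 0 for no effect and ±100 for the full control effect; nearly all actives have a fitted effect of over 50% in size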
# * = called active by the depositor; u = inconclusive; x = no result given; & = joins results of further samples; [ ] = remark or other dose. Unless noted, calls come from the whole dose curve; as a rule, active = well fitted curve in the direction sought with a large enough effect; inconclusive = small, poorly fitted or top-dose-only effect, or another doubt; inactive = no such curve, though single readings can be large; an effect the other way counts as inactive or inconclusive. Potency is the fitted concentration of half-maximal effect.
SMILES	p53 reactivator	NPC1 prom act	FLuc modulator	MBNL1-CUG inh	uPA surface inh	Rab9 promoter act	ELG1 genotox	BRCA1 expr up	RORg inh	Gal4-VP16 FLuc
CC(C)(C)NC(=O)CN(Cc1cccs1)C(=O)C1COc2ccccc2O1 (stereo not given)	-4.5%	-0.4%	0.8%	-2.3%	-3.2%	6.1%	-3.1%	3.8%	10.7%	-3.4%
CNC(=O)c1cc(S(=O)(=O)N2CC(C)OC(C)C2)ccc1N1CCOCC1 (stereo not given)	x	-3.3%	10.7%	-4.3%	0.9%	0.0%	-1.2%	-1.6%	x	x
CC1CCCN(C(=O)C2CCN(S(=O)(=O)c3ccccc3)CC2)C1 (stereo not given)	-13.2%	x	x	x	-0.6%	x	0.8%	-7.9%	x	x
COc1ccc(Nc2nc(NN)nc(C)c2[N+](=O)[O-])cc1	-2.6%	0.5%	-4.4%	u	2.5%	0.8%	-8.5%	-47.1%	u	4.1%
CCCCCCCCSc1nnc2[nH]c(=O)cc(N)n12	-1.8%	-1.1%	u	-5.3%	3.4%	-0.9%	21.3%	2.2%	11.9%	-14.3%
Cc1ccc(S(=O)(=O)N(C)c2cc(S(=O)(=O)N3CCC(C)CC3)c(C)cc2C)cc1	3.6%	1.4%	-0.5%	-18.7%	9.0%	3.2%	-2.8%	-36.3%	u	u
O=C(C1=C[C@H](c2ccccc2)C[C@H](OCc2ccc(CO)cc2)O1)N1CCN(Cc2ccc3c(c2)OCO3)CC1	-1.2%	-0.9%	0.8%	18.3%	13.0%	1.1%	-10.9%	-31.9%	19.3%	-13.1%
O=C(NCc1ccco1)C1CCN(S(=O)(=O)c2ccccc2C(F)(F)F)CC1	1.5%	4.6%	11.0%	x	-19.8%	1.0%	1.0%	-15.8%	x	x
Cc1ccccc1OCC(O)Cn1c(Br)nc2c1c(=O)n(C)c(=O)n2C (stereo not given)	4.0%	-2.4%	-0.2%	10.5%[11.5 µM]	-3.9%	1.1%	-6.5%	1.5%	39.3%	-18.7%
Cc1ncc([N+](=O)[O-])n1CCOC(=O)NC(NCc1cccnc1)C(Cl)(Cl)Cl (stereo not given)	-7.7%	-0.2%	-0.1%	26.7%	9.9%	4.4%	-1.6%	-3.4%	u	11.8%
CCCOc1ccc(OCCN2CCCC(C)C2)cc1 (stereo not given)	-3.2%	-0.9%	-1.0%	-13.2%	4.6%	1.1%	-0.4%	-4.2%	26.3%	-1.6%
CCOC(=O)c1c(NC(=O)COC(=O)CCCOc2ccc(OC)cc2)sc(C(=O)NC)c1C	2.4%	-1.7%	1.8%	x	-9.6%	3.0%	4.9%	-12.8%	x	x
COC(=O)C1C(=O)C2=C(CC1C)NC(=O)CC2c1ccccc1 (stereo not given)	-0.1%	-0.4%	-21.3%	-11.8%	6.9%	-4.9%	0.2%	-8.6%	-25.0%	4.3%
CC(=O)Nc1ccc(CN2CCCC(CCC(=O)NCc3ccccc3F)C2)cc1 (stereo not given)	18.4%	-0.7%	-0.6%	-3.2%	0.1%	0.6%	-1.6%	17.0%	1.6%	-7.0%
O=C(O)c1ccc2c(c1)nnn2C1CCCCC1	4.0%	-3.4%	5.1%	-12.9%	2.3%	5.1%	1.3%	16.0%	-4.8%	-0.2%
CCOc1ccccc1NC(=O)C(NCCN(C)C)c1ccccc1 (stereo not given)	0.9%	-3.9%	-2.3%	-5.8%	-10.6%	-3.7%	-1.9%	-7.4%	-6.7%	-6.1%
COC(=O)c1c(/N=C/N(C)C)sc2c1CCN(c1ncc(C(F)(F)F)cc1Cl)C2	28.4%	1.3%	4.6%	3.3%	3.1%	-0.5%	-9.2%	-45.2%	u	-25.3%
COc1ccc(OC)c(COC(=O)c2cccc(S(=O)(=O)N3CCCCC3)c2)c1	-2.4%	x	x	x	-68.7%	x	-1.5%	-30.4%	x	x
CCCS(=O)(=O)c1nc(S(=O)(=O)c2ccc(C)cc2)c(N2CCCC2)s1	-2.5%	-2.8%	-1.4%	-1.1%	-4.5%	1.4%	-0.5%	-14.5%	-15.1%	-1.1%
O=C(CSc1nnc(COc2cccc3cccnc23)o1)N1CCCC1	-2.6%	-1.7%	-0.4%	-4.3%	-2.0%	-4.0%	0.6%	7.3%	-5.6%	1.0%
[O-]/[N+](=C\c1ccco1)c1ccc(Cl)cc1	u	20.8%	u	-2.9%	-18.9%	28.6%	u	28.4%	8.3%	-25.7%
COCCCNc1ccc([N+](=O)[O-])cc1C(=O)Nc1cccc(C)n1	3.4%	1.4%	-1.5%	u	-2.2%	-11.8%	-10.1%	-13.6%	16.9%	-0.9%
NC(=S)Nc1ccc(Cl)cc1Cl	3.2%	-9.3%	-0.4%	x	0.0%	2.1%	-6.1%	3.3%	-35.2%	-4.2%
C/C(=N\OC(=O)c1ccc(Br)cc1)c1ccccn1	-2.3%	-1.0%	0.536µM*	x	2.5%	-7.5%	2.1%	-3.2%	-7.8%	-10.8%
CCN(CC(=O)NC1CCS(=O)(=O)C1)S(=O)(=O)c1c(C)c(C)cc(C)c1C (stereo not given)	-2.6%	-2.2%	7.5%	x	9.5%	-5.3%	-0.7%	-26.7%	x	x
O=C(Nc1ccccc1F)c1ccc(C(=O)c2ccccc2)cc1	10.3%	2.82µM*	10.7µM*	5.4%	-2.5%	3.55µM*	u	4.2%	19.3%	28.0%
COc1cc(CO)c(OC)c([N+](=O)[O-])c1	11.6%	-2.3%	0.0%	u	-5.1%	-1.1%	-0.8%	3.5%	0.2%&-15.7%	-7.3%&-0.9%
Cc1cc(C)n2nc(CC(=O)NC3CCCC(C)C3C)nc2n1 (stereo not given)	8.5%	0.7%	-0.5%	1.5%	x	2.6%	-1.9%	-14.2%	-6.8%	-3.4%
COc1ccc(-c2csc(NC(=O)CSCc3c(C)noc3C)n2)c(OC)c1	-8.4%	-5.8%	-11.9%	x	3.6%	-3.8%	-3.3%	-15.2%	x	x
COc1ccccc1NC(=O)CSCC(=O)N1c2ccccc2CCc2ccccc21	-4.8%	0.4%	0.3%	x	-13.8%	-1.3%	-5.2%	-18.1%	u	-1.6%
O=C(C1=NN[C@@H]2C(=O)N(c3cccc(C(F)(F)F)c3)C(=O)[C@H]12)c1ccc2ccccc2n1	-0.9%	-0.7%	u	19.2%	2.5%	5.8%	-2.0%	-26.3%	8.2%	-6.4%
Cc1onc(-c2ccccc2Cl)c1C(=O)Nc1cccc(-c2nc3ncccn3c2C)c1	-2.9%	1.6%	-0.6%	u	22.8%	0.4%	-3.8%	-54.0%	43.6%	-5.0%
Nc1cc(Cl)ccc1Oc1ccc2ccccc2c1	u	20.9%	u	-5.8%	x	17.9%	u	58.6%	33.3%	10.8%
O=C(NCc1ccc(F)cc1)c1ccccc1OCc1ccccc1	-1.2%	0.1%	1.2%	-9.5%	-1.6%	2.0%	-1.8%	4.7%	32.8%	-3.6%
COc1ccc(CNC(=O)C2CCN(S(=O)(=O)c3c(C)n[nH]c3C)CC2)cc1	18.0%	-0.7%	5.5%	-14.5%	7.8%	-5.3%	-0.1%	0.8%	19.4%	-0.3%
O=C(OCc1cccc(C(F)(F)F)c1)c1cc(S(=O)(=O)N2CCOCC2)ccc1F	-3.0%	-2.4%	-0.3%	x	-2.9%	-3.4%	0.3%	29.5%	x	x
CC1CCCCC12NC(=O)N(CC(=O)N1CCc3ccccc31)C2=O (stereo not given)	-3.2%	-0.4%	4.0%	x	-4.0%	-2.4%	7.2%	-16.4%	x	x
CCOC(=O)C1(Cc2ccccc2C)CCCN(C(=O)CN2CCCCC2=O)C1 (stereo not given)	16.4%	-0.5%	-2.3%	-3.5%	4.5%	2.5%	-1.2%	-0.6%	29.4%	15.4%
O=C(O)CC(NC(=O)C12CC3CC(CC(C3)C1)C2)c1cccc(Cl)c1 (stereo not given)	-0.4%	-7.6%	0.2%	0.6%	-23.5%	8.1%	-0.2%	-5.2%	15.5%	-0.5%
Cc1nn(C2CCS(=O)(=O)C2)c2nc(C3CC3)cc(C(=O)Nc3ccc(C(N)=O)cc3)c12 (stereo not given)	3.0%	1.2%	-1.2%	x	19.9%	-1.0%	0.0%	-39.3%	x	x
CC1(C(=O)CSc2n[nH]c(-c3ccccc3Cl)n2)CCC(=O)O1 (stereo not given)	4.6%	-1.0%	-2.2%	-3.7%	x	-0.9%	3.2%	x	-13.5%	2.0%
